m-calpain inh – inhibitors of pig calpain II, primary screen, biochemical, fluorogenic peptide substrate, 1536-well; purified calpain II, 30 min; inhibition, % at 16 µM; 220,000 tested, 0.37% active; AID 1236, 2008;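 active means inhibition above about 50%, limit read from the data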
TbHK1 inh – Trypanosoma brucei hexokinase 1 inhibitors, primary screen, biochemical, G6PDH-coupled NADH absorbance, MLSCN library; hexokinase 1 [Trypanosoma brucei]; 220,000 tested, 0.11% active; recombinant TbHK1, G6PDH-coupled NADH A340; inhibition, % at 10 µM;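 active means inhibition of 50% or more in the single-dose primary screen; inactive means inhibition below 50%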
zfTRPN1 agonist – zebrafish TRPN1 channel agonists, primary screen, cell-based, HEK293, calcium fluorescence; transient receptor potential cation channel N1 (TRPN1/NompC), Danio rerio; HEK293 zebrafish TRPN1-YFP, Fluo-8 calcium fluorescence; 100% = response to 87 µM carbachol; activation, % at 3 µM; 220,000 tested, 0.18% active; AID 1424, 2008;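 active means activation above its plate's cutoff, the mean activation of test wells on that plate plus 3 SD, cut at about 19% in these data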;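 further: 0% = DMSO alone and 100% = 87 µM carbachol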
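Control set: carbachol 87 µM as high control, DMSO as low control; system: HEK293 stable line with zebrafish TRPN1-YFP; read-out: % activation versus carbachol response; detection: intracellular calcium fluorescence with Fluo-8; doses: single test compound dose, 3 µM nominal, 0.3% DMSO; schedule: dye 1 h 37 °C plus 30 min RT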
PPC-1+TRAIL kill – compounds killing PPC-1 cancer cells with TRAIL present, primary screen, TRAIL potentiator project, ATPLite luminescence, uHTS. PPC-1 cells + TRAIL, ATPLite viability luminescence. cell killing (% activity), % at 4 µM. 220,000 tested, 0.41% active. AID 1443, 2008;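 active means cell killing above 50% in the first pass at 4 µM, then a duplicate retest at 5 µM averaging 50% or more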;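 further: plate controls were cells with TRAIL plus DMSO for no effect and medium-only wells lacking cells for full effect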
KCC2 mod – KCC2 cotransporter modulators, thallium flux, primary screen, cell-based, HEK293 KCC2, FluoZin-2 fluorescence, MLSMR; Solute carrier family 12 member 5 (Homo sapiens), Q9H2X9; 190,000 tested, 2.2% active; KCC2 cells, thallium flux FluoZin-2 fluorescence; B-score of Tl+ flux slope (higher = more flux/activation; lower = inhibition) at 10 µM;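 active means thallium flux slope and its plate-corrected score both differing from the plate sample mean at a set confidence after two filtering rounds, in either direction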;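 further: slope of fluorescence scaled to starting intensity during 10 to 20 s after thallium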
Furin inhibitor – human furin inhibitors, primary screen, biochemical, fluorescence intensity. purified furin, fluorogenic substrate cleavage. inhibition, % at 30 µM. 220,000 tested, 0.061% active. AID 463115, 2010; in the data active means inhibition above about 25%; further: inactives centre near -15
Thrombin inh – human alpha-thrombin inhibitors, primary screen, counter-screen for coagulation protease inhibitor project, biochemical, 1536-well, fluorogenic AMC substrate | Boc-VPR-AMC fluorogenic substrate cleavage | 220,000 tested, 0.26% active | inhibition, % at 5 µM | Prothrombin (Homo sapiens), P00734;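 active means inhibition at or above 40%; inactive means inhibition below 40%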;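 further: 0% = enzyme with no compound and 100% = wells without enzyme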
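System: Human alpha-thrombin protein | Medium: pH 7.5 Tris (50 mM) with NaCl 150 mM, Tween 20 0.05% | Times: Enzyme reaction carried out at room temperature | Detection: AMC fluorescence, 355/460 nm | Evaluation: Percent inhibition scaled between no-compound controls and no-enzyme blanks | Benchmarks: Enzyme without compound as high, wells lacking enzyme as low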
TRPML3 agonist – human TRPML3 channel agonists, primary screen, cell-based, HEK293 TRPML3-YFP, Fluo-8 calcium fluorescence, 3 µM; activation, % at 3 µM; Mucolipin-3 (Homo sapiens), Q8TDD5; 100% = the carbachol control signal; 220,000 tested, 0.29% active;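 active means activation above its plate's cutoff, the mean activation of the plate's test wells plus 3 SD, cut at about 12% in these data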;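 further: 0% = DMSO only wells and 100% = carbachol wells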
Target sequence (Q8TDD5 whole entry, looked up): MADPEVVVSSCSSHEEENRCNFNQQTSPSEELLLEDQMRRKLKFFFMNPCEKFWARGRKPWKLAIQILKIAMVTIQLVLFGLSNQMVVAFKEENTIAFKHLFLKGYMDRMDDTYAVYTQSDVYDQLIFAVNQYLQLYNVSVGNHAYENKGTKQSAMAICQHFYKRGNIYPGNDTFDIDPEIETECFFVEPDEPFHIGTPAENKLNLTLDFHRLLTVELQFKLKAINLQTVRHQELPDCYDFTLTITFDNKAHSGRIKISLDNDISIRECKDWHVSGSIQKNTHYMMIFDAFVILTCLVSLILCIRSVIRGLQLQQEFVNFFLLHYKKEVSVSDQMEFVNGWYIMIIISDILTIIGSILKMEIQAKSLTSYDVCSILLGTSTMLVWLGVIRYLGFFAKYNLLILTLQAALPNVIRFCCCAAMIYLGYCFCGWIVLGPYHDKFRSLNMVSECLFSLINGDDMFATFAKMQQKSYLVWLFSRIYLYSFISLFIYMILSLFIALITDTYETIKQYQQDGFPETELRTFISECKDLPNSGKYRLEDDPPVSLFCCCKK
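Material: TRPML3-YFP stable HEK293 cells | Dosing: One concentration, 3 µM nominal, 0.3% DMSO | Timing: 125 s total fluorescence read per well | Technique: Fluo-8 calcium dye fluorescence, ex 470-495, em 515-575 nm | Measure: Percent activation from peak-to-basal fluorescence ratio, scaled between DMSO and carbachol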
EBV gp42 block – Epstein-Barr virus gp42 inhibitors, primary screen, biochemical, uHTS, fluorescence polarization; Glycoprotein 42 (Epstein-Barr virus (strain AG876)), Q1HVG2; Fluorescence polarization binding assay, mP read-out; inhibition, % (tested at 21.74 µM); 220,000 tested, 0.42% active; in the data active means inhibition above about 50%
Target sequence (Q1HVG2 whole entry, looked up): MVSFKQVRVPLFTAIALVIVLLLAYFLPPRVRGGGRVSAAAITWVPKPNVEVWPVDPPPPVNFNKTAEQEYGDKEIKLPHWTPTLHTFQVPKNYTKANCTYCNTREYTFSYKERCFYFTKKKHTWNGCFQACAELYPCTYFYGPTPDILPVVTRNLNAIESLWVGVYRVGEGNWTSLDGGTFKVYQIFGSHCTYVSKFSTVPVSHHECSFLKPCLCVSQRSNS
Starred values were filed as active, the others as inactive; i = inactive; . = not tested or not shown; [ ] = remark or other dose.

SMILES	m-calpain inh	TbHK1 inh	zfTRPN1 agonist	PPC-1+TRAIL kill	KCC2 mod	Furin inhibitor	Thrombin inh	TRPML3 agonist	EBV gp42 block
CN(c1ccccc1)S(=O)(=O)c1cc(C(=O)OCC(=O)N2CCN(C(=O)c3ccco3)CC2)ccc1Cl	23	-6	5.7	6	-1.3	-17	-3	3.3	-10
O=C(COc1ccccc1)NC(=S)Nc1cccc([N+](=O)[O-])c1	-2	2	1.1	0	43*	-5	-5	0.6	2
Oc1ccc2ccccc2c1C=NC1CCCCC1	18	-5	1.5	6	0.84	-5	10	-0.3	5
Fc1ccc(-n2cc(CNCCc3ccccn3)c(-c3ccccc3Cl)n2)cc1	20	-1	-0.2	0	.	-19	2	0.6	19
Clc1ccc(-c2nc(Cc3ccccc3)no2)cc1	24	2	0.6	-23	-1.6	-10[20 µM]	-1	0.0	-12
c1ccc(-c2nccc(-c3ccc(-n4cnc5ccccc54)cc3)n2)cc1	16	16	-0.8	4	-0.37	-12[20 µM]	0	0.7	-81
CCN=c1sc2ccccc2n1CC(O)COc1ccccc1 (stereo not drawn)	3	4	-1.8	24	-0.038	-21[20 µM]	-7	0.0	-11
O=[N+]([O-])c1ccc(COc2cccc(CNc3ccc(F)cc3)c2)cc1	21	1	-1.8	3	-0.02	-13	-16	-0.1	-9
C/C(N)=C(/C#N)C(=O)COC(=O)CNS(=O)(=O)c1ccc2ccccc2c1	-3	3	-0.8	14	-1.3	-25	-3	0.1	-5
CCOc1ccccc1C(=O)N[C@H](C(=O)NCc1ccccc1)C(C)C	4	0	-2.8	10	-0.15	-21	-4	-0.5	-4
Cc1cc(C)cc(-n2c(C)nc3cc(C(=O)O)ccc32)c1	-2	-6	0.8	-11	0.068	-28	2	0.8	-1
COc1ccc(Cl)cc1NC(=O)CN(C)CC(=O)Nc1ccc(Br)cc1	-12	-6	0.2	-15	-0.093	-10	-9	1.3	-4
CCOc1ccccc1NC(=O)CSc1nnc(-c2ccccc2Cl)n1Cc1ccco1	8	15	-2.3	-5	-2.2	-31	1	-1.1	-16
Clc1ccc(Cn2c(/C=C/c3ccco3)nc3ccccc32)cc1	-42	4	-0.1	10	-0.19	-10	-3	0.0	-10
N#C/C(=C\c1ccc(-c2cccc(C(F)(F)F)c2)o1)C(=O)Nn1cnnc1	-39	-14	-0.6	17	-1	-15	-6	1.6	-4
COc1ccc(C2C(C#N)=C(N)N3C(=C2C#N)Sc2ccccc23)cc1 (stereo not drawn)	-123	4	0.4	2	-1.2	-4	2	0.6	-47
COc1cc2nc3c4ccccc4n(CC#N)c3nc2cc1OC	-127	-11	-0.1	19	0.88	-28	-4	1.4	-22
COC(=O)c1c(NC(=O)c2ccccc2)sc2c1CC(C)(C)OC2	-31	-6	0.4	2	.	-12[20 µM]	1	-0.1	-4
CCc1ccc(OS(=O)(=O)c2cn(C)c(=O)n(C)c2=O)cc1	-5	-4	0.5	20	-0.97	-9	-28	0.8	-6
COc1ccc(Br)cc1CNC(=O)CCc1nc(-c2ccccc2F)no1	9	0	0.5	4	-2	-19[20 µM]	-1	-0.5	-16
Cc1c(C(=O)N2CCOCC2)oc2c1C(=O)CC(C)(C)C2	28	1	-1.4	10	0.58	-32[20 µM]	-16	0.2	-7
CCCNc1ncnc2c1cnn2-c1ccc(OC)cc1	-77	0	0.3	.	-0.85	-20	-2	0.1	-8
O=C(O)[C@H](Cc1ccccc1)NC(=O)N1CCOCC1	-23	-2	0.4	-4	0.47	-17	-10	1.4	-6
CCOC(=O)N1CCC(NC(=O)C2CCN(C(=O)c3cc4sccc4n3CC)CC2)CC1	5	-18	1.8	-2	0.0063	-17	-2	2.7	-6
COc1cc(CNC(=O)C2CCCN2S(=O)(=O)c2ccccc2)cc(OC)c1OC (stereo not drawn)	-1	0	-0.2	-6	0.23	-19	-3	0.5	0

SMILES	m-calpain inh	TbHK1 inh	zfTRPN1 agonist	PPC-1+TRAIL kill	KCC2 mod	Furin inhibitor	Thrombin inh	TRPML3 agonist	EBV gp42 block
CCOC(=O)CN1C(=O)N[C@H](c2ccc(Br)cc2)C(C(C)=O)=C1C	17	3	0.9	20	0.2	-12	2	0.1	12
O=C(CSc1nnc(CN2CCOCC2)n1-c1ccccc1)Nc1ccc(Cl)cc1	1	3	-1.1	30	.	-13[20 µM]	14	-0.4	-14
CCC(C)c1ccccc1NC(=O)COC(=O)c1ccc(N2CCCC2)c([N+](=O)[O-])c1 (stereo not drawn)	11	7	-1.5	-2	-0.49	3	-6	0.2	-5
COc1ccccc1NC(=S)NN1CCN(C)CC1	18	33	0.0	5	-0.92	-6	-9	1.0	-7
COC(=O)c1ccccc1NC(=O)CSc1nc(O)c(-c2ccccc2)c(=O)[nH]1	-20	2	1.6	37	0.019	-30	3	0.6	-3
CNC(=S)N1CCN=C1Nc1nc(C)cc(C)n1	-2	4	1.4	12	0.46	-15	1	0.8	-7
CC[n+]1c(/C=C/Nc2ccccc2)oc2ccc(OC)cc21	-30	-12	0.2	11	-0.57	-11	.	0.9	-90
O=C1NC(Nc2nccs2)(C(F)(F)F)C(=O)N1CCc1ccccc1 (stereo not drawn)	1	2	-0.2	-4	-2.6*	-28	3	0.2	-12
Cc1ccccc1-n1c(SCC(=O)NCc2cccs2)nc2ccccc2c1=O	8	-1	-0.9	8	-0.7	-15	-10	-0.6	1
N/C(=N\OC(=O)c1ccc(Br)cc1)c1ccncc1	40	-2	1.7	22	-0.048	-24	0	0.8	-8
Cc1cccc(CCNS(=O)(=O)c2ccc3c(c2)n(C)c(=O)c(=O)n3C)c1	-26	-19	-0.4	14	0.14	-20	0	0.2	-4
O=S(=O)(c1ccc(OCC(O)CN2CCN(c3ccccc3Cl)CC2)cc1)N1CCOCC1 (stereo not drawn)	-59	-1	7.0	8	-0.74	-21	-3	6.4	-7
CCOn1c(=O)c(-c2cccc3ccccc23)[n+]([O-])c2ccccc21	5	-12	0.7	-6	0.14	-12	1	0.5	8
CCOC(=O)CS(=O)(=O)c1ccc(O)cc1	-15	-4	-0.1	4	0.49	-29	-3	0.5	-9
O=C(O)Cn1nnnc1SCC(=O)Nc1ccc(F)cc1F	10	4	2.1	2	.	-16	-3	-0.1	0
O=C(Nc1ccc(S(=O)(=O)Nc2ccccc2)cc1)c1ccc(CN2CCOCC2)cc1	-3	5	20*	-14	-0.22	-2	7	7.2	-1
CC/C(C)=C1\SC(N2CCN(c3cccc(C(F)(F)F)c3)CC2)=NC1=O	-8	0	-0.1	8	-0.057	-4[20 µM]	5	-0.1	-11
COC(=O)c1ccc(CSc2ccc3nnc(-c4ccccn4)n3n2)o1	-34	-2	3.0	-5	-1.1	-23	-14	0.0	6
CCN(CC)C(=O)CSc1nnc([C@@H](N)Cc2ccccc2)o1	-9	.	.	7	.	.	-7	.	1
O=C(CN1CCN(Cc2ccccc2Cl)C1=O)NCc1ccco1	-29	9	-0.2	-21	-0.24	-18[20 µM]	0	0.4	-11
Cc1nnc(SCC(=O)N/N=C/c2cn(-c3ccccc3)nc2-c2ccccc2)n1-c1ccccc1	-71	0	0.3	-31	-0.66	-39	0	-0.9	-14
Cc1cc(C(=O)CSCCCn2c(=O)[nH]c3ccccc32)c(C)n1C	-24	-5	0.1	17	-0.68	-23[20 µM]	-2	-0.5	4
CCN(CC)c1ccc(/C=C/c2nc3ccccc3s2)cc1	35	-4	4.2	16	.	-8[20 µM]	0	2.7	-20
CC(=O)Nc1ccc(Br)c2ccccc12	-23	-3	-1.8	13	-0.22	-12	-5	0.4	-5
Cc1cc(OCc2nn[nH]n2)c2c(C)c(CC(=O)O)c(=O)oc2c1	i	-18	-1.5	3	.	-13	3	0.1	-25

Shown as a hit in KCC2 mod, among the entries above:
compound | m-calpain inh | TbHK1 inh | KCC2 mod | Furin inhibitor | TRPML3 agonist | EBV gp42 block
O=C(COc1ccccc1)NC(=S)Nc1cccc([N+](=O)[O-])c1 | -2 | 2 | 43* | -5 | 0.6 | 2
O=C1NC(Nc2nccs2)(C(F)(F)F)C(=O)N1CCc1ccccc1 (stereo not drawn) | 1 | 2 | -2.6* | -28 | 0.2 | -12

More results follow:
SMILES	m-calpain inh	TbHK1 inh	zfTRPN1 agonist	PPC-1+TRAIL kill	KCC2 mod	Furin inhibitor	Thrombin inh	TRPML3 agonist	EBV gp42 block
CS(=O)(=O)NCCSCc1c(Cl)cccc1Cl	-5	-5	0.3	8	.	3[20 µM]	2	0.1	-15
O=C(CCc1nc2ccccc2c(=O)[nH]1)OCc1ccc(-c2ccccc2)cc1	-6	2	-0.3	16	0.013	-13	-5	0.8	-22
OCC1(Cc2ccccc2)CCN(Cc2cnc(-c3ccc(Cl)cc3)nc2)CC1	-26	-10	3.8	20	0.64	-27	-3	1.9	-16
O=[N+]([O-])c1ncn(Cc2c(Cl)cccc2Cl)n1	9	0	0.0	8	0.0097	-16	3	0.6	-12
CCCCCCc1nc2c(=O)[nH]c3ccccc3c2o1	13	-7	0.5	21	0.94	-9	-1	0.0	-19
N/C(=N\OC(=O)c1ccco1)c1cccc(Br)c1	-27	-7	-0.4	-3	0.57	1[20 µM]	3	0.4	-3
CCCC(=O)NCCc1nc2ccccc2n1C	-40	-9	1.0	-7	-0.084	-25	-2	0.8	2
NC(=O)c1ccc(N=Cc2ccc([N+](=O)[O-])s2)cc1	-2	15	1.6	15	0.049	-9	4	1.0	2
C/C=C(\C)CN1CCCC(CO)(Cc2ccccc2)C1 (stereo not drawn)	8	7	0.5	7	0.32	-11	-10	-0.1	-1
Cc1ccc2nc(SCC(=O)Nc3ccc(F)cc3F)[nH]c2c1	-15	-8	-0.3	4	1.6	-20	-3	-0.1	-5
O=C(c1ccc(O)cc1)c1ccc(C(=O)O)c(C(=O)O)c1	-68	-22	1.5	34	-0.55	-11[20 µM]	0	0.8	-14
CCN(c1ccc(OCC(=O)OCC(=O)c2c(N)n(C)c(=O)n(C)c2=O)cc1)S(=O)(=O)c1ccccc1	32	4	6.3	13	0.2	-21	-3	1.3	-4
COc1cccc(NC(=S)NCc2ccco2)c1	-6	3	0.8	6	0.16	-17	1	0.1	-8

From PubChem BioAssay
